M. tuberculosis: growth inhibition of non-replicating M. tuberculosis (AID 488890); Mycobacterium tuberculosis non-replicating, growth inhibition; higher % means a stronger effect; one-dose inhibition, % at 25 µM; IC50 in µM for titrated hits; 320,000 tested, 0.39% active; in the data active means a potency from the dose series; inconclusive means inhibition mostly from about 82% at the one dose, without a potency; inactive means the rest, 99 in 100 with inhibition below about 76%;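 further: plate controls were DMSO cells for no effect and high antibiotic wells for full effect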
PhoP GFP inhibition: PhoP regulon inhibitors, Salmonella typhi PhoP promoter GFP reporter, confirmatory (AID 1850). 310,000 tested, 0.33% active. one-dose inhibition, % at 50 µM; IC50 in µM for titrated hits. Salmonella Typhi PhoP-promoter GFP reporter, fluorescence, 4 h; higher % means a stronger effect; in the data active means a potency from the dose series; inconclusive means inhibition mostly from about 25% at the one dose, without a potency; inactive means the rest, 99 in 100 with inhibition below about 19%;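 further: 0% = induced wells with vehicle and 100% = uninduced wells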
inhibitors of VEEV: inhibitors of VEEV TC-83 cytopathic effect, confirmation, Vero cells (AID 588727) | Vero cells, VEEV TC-83 cytopathic effect inhibition; higher % means a stronger effect | inhibition, % at 20 µM, or IC50 in µM where a hit was titrated | 350,000 tested, 0.13% active; in the data active means a potency from the dose series; inconclusive means inhibition mostly from about 14% at the one dose, without a potency; inactive means the rest, 99 in 100 with inhibition below about 12%; further: strong numbers were not always called active
H37Rv inhibition: M. tuberculosis growth inhibition, HTS (AID 449762) | M. tuberculosis H37Rv growth inhibition, 7H9 media; higher % means a stronger effect | one-dose inhibition, % at 25 µM; IC50 in µM for titrated hits | 330,000 tested, 0.59% active; in the data active means a potency from the dose series; inconclusive means inhibition above about 70% without an active follow-up result;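 further: bacterial growth assessed after seven days of incubation; strong numbers were not always called active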
H1N1 NS1A inhibition: NS1A inhibition, H1N1 influenza, cell based functional assay (AID 504329); NS1A functional cell-based assay, percent inhibition; higher % means a stronger effect; inhibition, % at 12.5 µM; hits with a dose series show IC50 in µM; 340,000 tested, 0.3% active; in the data active means a potency from the dose series; inconclusive means inhibition above about 27% without an active follow-up result; further: strong numbers were not always called active
inhibitors of VEEV 10K pilot screen: second read-out of inhibitors of VEEV, no call of its own (marks repeat the call); inhibition, %; measured here: 10K pilot screen inhibition
The depositor's hits bear a star; i = inactive; ? = inconclusive; / = not tested or not shown. Compounds as they come. About 1.6% of those tested had a hit in this group.

SMILES	M. tuberculosis	PhoP GFP inhibition	inhibitors of VEEV	H37Rv inhibition	H1N1 NS1A inhibition	others
C=CCNC(=O)C1CC(=O)N(c2ccc(OCc3ccc(F)cc3)cc2)C1 (stereo unspecified)	70.2%	-3.1%	0.4%	-0.7%	-5.8%
Cc1ccnc(NC(=O)CCC(=O)N(CC(=O)NC2CCCCC2)C2CCCC2)c1	-1.1%	23.2%	1.9%	-6.4%	9.8%
O=C(NC1c2ccccc2-c2ccccc21)N1CCCCC1	/	/	0.2%	/	0.5%
COc1ccc2oc(C(=O)OCc3nnc(-c4ccccc4)o3)c(C)c2c1	17.5%	-7.8%	i	-1.9%	2.5%
CC(=O)N1CCN(Cc2nc3cc(NC(=O)NC4CCCCC4)ccc3n2C)CC1	0.3%	0.0%	1.2%	4.0%	-0.8%
CCCNC(=O)c1onc(CSc2ccccc2)c1C(=O)NCCC	-5.4%	-3.3%	1.2%	3.8%	2.0%
CC1=C(C(=O)OCc2ccc3c(c2)OCO3)C(c2ccc(Cl)cc2)NC(=O)N1 (stereo unspecified)	-24.7%	-13.7%	3.4%	-6.3%	7.1%
CCN(CC)S(=O)(=O)c1ccc(OC)c(NC(=O)CCc2c(C)noc2C)c1	18.3%	/	i	-10.6%	-14.4%
COc1ccccc1N1C(N)=NC(N)=NC12CCCCC2	0.8%	6.8%	1.4%	5.0%	3.1%
Cc1cc(Cl)ccc1C(=O)C1CCCN(C(=O)c2ccoc2)C1 (stereo unspecified)	-3.0%	-0.2%	1.9%	-10.1%	-4.2%
O=C(CNC(=O)c1ccco1)NNC(=O)c1ccc(Br)cc1	-11.0%	/	3.4%	1.5%	-3.8%
O=C(OCc1cccc(Cl)c1)c1cc([N+](=O)[O-])ccc1N1CCOCC1	22.2%	-1.5%	5.9%	?	5.2%
CCNC(=O)C(=O)N1CCC2(CC1)OCCN2S(=O)(=O)c1ccc(C)cc1	-6.6%	0.8%	0.8%	-8.4%	5.2%
O=c1[nH]c(=O)n(CCC2=CCCCC2)c(O)c1C=NCc1cccnc1	6.2%	-4.0%	1.3%	-4.5%	2.7%
Cc1c(Br)c(=O)oc2c(Br)c(O)ccc12	47.5%	2.7%	0.2%	0.7%	-3.7%
Cc1cc(=O)[nH]c(N/N=C/c2cc(C)n(-c3ccccc3)c2C)n1	7.0%	13.6%	9.0%	-3.7%	-11.0%
Cc1ccc(S(=O)(=O)Nc2ccc3c4c(cccc24)CC3)c(C)c1	12.5%	7.7%	5.6%	9.2%	-9.1%
Cc1cc(-c2nn(-c3ccccc3F)cc2CNCCc2cnccn2)c(C)s1	16.9%	1.3%	i	3.5%	9.0%
CN(C)S(=O)(=O)N1CCN(c2ccc([N+](=O)[O-])c(N3CCCCC3)c2)CC1	15.1%	7.0%	i	2.2%	8.3%
O=C(N/N=C/c1ccccc1[N+](=O)[O-])c1ccncc1	/	-1.7%	0.6%	58.5%	-9.0%

Brought forward from above: six entries, then new ones.
SMILES	M. tuberculosis	PhoP GFP inhibition	inhibitors of VEEV	H37Rv inhibition	H1N1 NS1A inhibition	others
Cc1c(Br)c(=O)oc2c(Br)c(O)ccc12	47.5%	2.7%	0.2%	0.7%	-3.7%
Cc1cc(=O)[nH]c(N/N=C/c2cc(C)n(-c3ccccc3)c2C)n1	7.0%	13.6%	9.0%	-3.7%	-11.0%
Cc1ccc(S(=O)(=O)Nc2ccc3c4c(cccc24)CC3)c(C)c1	12.5%	7.7%	5.6%	9.2%	-9.1%
Cc1cc(-c2nn(-c3ccccc3F)cc2CNCCc2cnccn2)c(C)s1	16.9%	1.3%	i	3.5%	9.0%
CN(C)S(=O)(=O)N1CCN(c2ccc([N+](=O)[O-])c(N3CCCCC3)c2)CC1	15.1%	7.0%	i	2.2%	8.3%
O=C(N/N=C/c1ccccc1[N+](=O)[O-])c1ccncc1	/	-1.7%	0.6%	58.5%	-9.0%
Cc1ccc(NC(=O)NC2CCCc3ccccc32)cc1 (stereo unspecified)	-5.4%	-0.1%	1.8%	0.5%	0.6%
CCN(CC)CCNC(=O)c1cn(CC)c2cc(N3CCN(C)CC3)c(F)cc2c1=O	-8.4%	-0.1%	i	3.0%	8.4%
Cn1nnc2cc(NC(=O)Nc3cccc(Cl)c3)ccc21	0.3%	-0.2%	1.0%	-5.2%	17.3%
CN(C)C(=S)SCCn1c(N)nc(N(C)C)nc1=O	5.2%	-6.5%	0.1%	-1.4%	-23.5%
O=C1c2ccccc2NC(c2ccccc2O)N1O (stereo unspecified)	54.3%	-4.5%	1.9%	4.7%	-9.6%
COc1cccc(NC(=O)N2CCCC2C(=O)NCc2ccccc2)c1 (stereo unspecified)	-1.0%	7.1%	1.6%	2.6%	4.3%
Cc1c(C(=O)Nc2ccc3c(c2)OCO3)oc2ccccc12	35.1%	-0.6%	i	7.4%	-13.2%
COC/C=C/C1=CC2=CC(=O)C(C)(OC(=O)c3cnc4ccccc4n3)C(=O)C2=CN1CC(C)C (stereo unspecified)	18.0%	2.9%	i	13.5%	8.7%
COc1ccc(CNC(=O)OCCN2CCN(S(=O)(=O)c3ccc(C)cc3)CCC2=O)cc1	3.9%	-33.4%	0.6%	-3.0%	14.8%
O=C(NCc1ccc(Cl)cc1)c1ccc(CS(=O)Cc2cccc(Cl)c2)o1 (stereo unspecified)	29.8%	-7.3%	2.1%	-8.6%	-9.1%
COc1ccc(/C=N/S(=O)(=O)CCc2ccccc2)c(OC)c1	-8.3%	-7.2%	0.5%	-7.3%	-8.8%
CC(=O)Oc1ccc2ccc(=O)oc2c1	-8.7%	13.3%	i	9.3%	3.8%
O=C(O)C1=C[C@H](c2ccc(F)cc2)C[C@H](OCCCCO)O1	76.3%	2.1%	0.0%	1.3%	1.5%
Cc1nn(-c2ccccc2)c(Cl)c1C(=O)NCCCCNC(=O)c1c(C)nn(-c2ccccc2)c1Cl	0.4%	-11.6%	1.3%	-2.0%	-2.1%	inhibitors of VEEV 10K pilot screen=1.9
COc1ccc(C(=O)Oc2ccc(=O)n(-c3ccccc3)n2)cc1	4.1%	2.0%	4.6%	-12.7%	2.5%
N#CC(C#N)=c1ccc2c(c1)N1C3=C(CCCC3)CC3CCCCC31N=2 (stereo unspecified)	?	13.7%	2.7%	11.4µM*	11.2µM*
CCCOc1ccc(-c2cc(C(=O)NCC3CCCO3)c3ccccc3n2)cc1 (stereo unspecified)	53.8%	-3.9%	7.0%	?	-4.8%
COCCn1c(N)c(C(=O)NCC2CCCO2)c2nc3ccccc3nc21 (stereo unspecified)	13.8%	0.9%	7.2%	-0.5%	-13.7%
COc1cc(/C=N/S(=O)(=O)c2ccccc2)cc(OC)c1O	-3.6%	0.4%	1.4%	-13.6%	-0.1%
CC(C)CC(=O)Nc1ccc2c(c1)nc(CCN1CCOCC1)n2C	59.9%	-3.8%	i	-2.5%	-5.2%
CCOC(=O)c1cccc(N2C(=O)C3C4C=CC(CC4)C3C2=O)c1 (stereo unspecified)	-15.3%	-11.3%	i	4.1%	0.9%
Cc1ccc(-c2nnn(CC(=O)N(CCO)C(C(=O)NC(C)(C)C)c3ccncc3)n2)cc1 (stereo unspecified)	2.6%	-2.3%	i	4.5%	-9.0%
Cc1ccc(CNC(=O)C2CCN(S(=O)(=O)c3c(C)noc3C)CC2)cc1	-16.1%	3.1%	i	1.1%	1.9%
CCOC(=O)c1c(N/N=C/c2ccncc2)n[nH]c1C	-14.1%	4.1%	1.8%	-0.5%	-4.6%
S=C(c1cn(CCOc2ccccc2)c2ccccc12)N1CCCC1	26.0%	-6.8%	i	-2.1%	2.5%
O=C(CCC1CCCN(C(=O)C2CCCC2)C1)NCc1ccc(F)c(F)c1 (stereo unspecified)	-2.2%	-5.3%	2.1%	-5.0%	5.7%
CCNc1nc(NCC)n2c(SCC(=O)Nc3ccc(Br)cc3F)nnc2n1	5.0%	1.7%	10.7%	-9.2%	-9.4%
COc1ccc(N2C(=O)CC(c3ccc([N+](=O)[O-])cc3)C2=O)cc1 (stereo unspecified)	28.2%	11.9%	7.6%	6.4%	-5.7%
O=C(NC12CC3CC(CC(C3)C1)C2)c1ccc(-c2ccc(Br)cc2)o1	69.7%	10.0%	2.1%	?	5.5%
CCOC(=O)C(NC(=O)NCc1ccccc1)(OCC)C(F)(F)F (stereo unspecified)	4.2%	-1.2%	i	-2.7%	-0.5%
O=C(NCCS(=O)c1ccc(Cl)cc1)c1cccc(Cl)c1 (stereo unspecified)	-6.2%	0.5%	1.1%	-6.3%	/
CC(C)(/C=N/O)/[N+]([O-])=C/c1ccccc1	-10.7%	-1.3%	1.0%	-8.8%	/
O=C(Nc1ccc(CSc2ccccc2)cc1)c1ccccc1	-2.0%	5.8%	1.2%	-5.2%	-8.7%
N#Cc1ccc2ccn(CC(=O)NCc3ccco3)c2c1	22.7%	-5.5%	6.4%	-0.4%	4.5%
O=C(Nc1ccccn1)C1COc2ccccc2O1 (stereo unspecified)	77.0%	0.5%	2.1%	-3.0%	-7.2%
O=C(CSc1nnc(-c2ccccc2)n1C1CCCCC1)N1CCCC1	0.1%	-9.9%	i	2.5%	-11.2%
O=C(c1cnn2ccccc12)N(Cc1ccco1)C1CCCC1	/	1.9%	0.2%	-2.2%	5.3%
O=C(C1=C[C@H](c2ccccc2)C[C@H](OCCCCO)O1)N1CCN(Cc2ccc3c(c2)OCO3)CC1	10.7%	-4.3%	0.1%	4.5%	8.4%
Clc1ccc(CSc2nnc(-c3ccncc3)s2)cc1	75.9%	20.4%	2.7%	-2.5%	-21.7%
CCOc1ccc(CCNC(=O)COC(=O)CNC(=O)c2ccc(Br)o2)cc1OCC	-12.9%	-0.1%	1.8%	-8.2%	-3.3%

Of the compounds above, 2 contain two or more sulfur atoms.
SMILES	M. tuberculosis	PhoP GFP inhibition	inhibitors of VEEV	H37Rv inhibition	H1N1 NS1A inhibition	others
CN(C)C(=S)SCCn1c(N)nc(N(C)C)nc1=O	5.2%	-6.5%	0.1%	-1.4%	-23.5%
Clc1ccc(CSc2nnc(-c3ccncc3)s2)cc1	75.9%	20.4%	2.7%	-2.5%	-21.7%

(more compounds)
SMILES	M. tuberculosis	PhoP GFP inhibition	inhibitors of VEEV	H37Rv inhibition	H1N1 NS1A inhibition	others
COc1ccc(Cl)cc1NC(=S)NNC(=O)c1cccs1	?	-7.2%	1.4%	-1.1%	9.1%
CC(C)(C)NC(=O)CC1C[C@H](C(=O)N2CCCCC2)[C@@]2(C)c3[nH]c4ccccc4c3CCN2C1=O (stereo partly specified)	16.8%	/	i	-2.4%	8.2%
O=C(NCCCNC(=O)c1ccco1)c1cccc(F)c1	5.2%	-0.8%	i	-5.4%	-5.3%
CNC(=O)c1c(NC(=O)CCS(=O)(=O)c2ccc(Cl)cc2)sc2c1CCN(C(=O)OC)C2	?	-7.4%	7.9%	-5.1%	-11.5%
O=C(N/N=C/c1ccoc1)c1ccccc1F	6.3%	-6.8%	2.4%	39.9%	1.8%
Cc1sc2nc(C(C)(C)C)oc(=O)c2c1C	46.8%	4.5%	0.2%	16.9%	26.8%
Cc1c(Br)cnn1C(C)C(=O)N1CCN(c2ccccc2F)CC1 (stereo unspecified)	12.3%	/	1.6%	-0.2%	-3.9%
CCOC(=O)N1CCC(Nc2c(Nc3cccc(CC)c3)c(=O)c2=O)CC1	66.4%	0.6%	0.3%	?	9.3%

Compound activity as filed in PubChem.
